p97 ATPase inh = human p97 ATPase inhibition; P55072; recombinant p97 ATPase, Kinase-Glo ATP luminescence, 3 h; inhibition, % at 8 µM; 220,000 tested, 0.42% active; in the data active = inhibition above about 15%;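 also: 0% = DMSO vehicle and 100% = wells lacking enzyme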
NPY1 pot ag = human NPY-Y1 potentiation or agonism, primary screen. P25929. NPY-Y1 expressing cells, potentiator/agonist activation. activation, % at 3.6 µM. 220,000 tested, 0.37% active. AID 1304; in the data active = activation above about 33%, passing the limit was not always enough;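 also: cells stimulated with NPY at EC10 then isoproterenol at EC100; 0% = low agonist plus stimulus and 100% = saturating agonist plus stimulus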
Target sequence (P25929 whole entry, looked up): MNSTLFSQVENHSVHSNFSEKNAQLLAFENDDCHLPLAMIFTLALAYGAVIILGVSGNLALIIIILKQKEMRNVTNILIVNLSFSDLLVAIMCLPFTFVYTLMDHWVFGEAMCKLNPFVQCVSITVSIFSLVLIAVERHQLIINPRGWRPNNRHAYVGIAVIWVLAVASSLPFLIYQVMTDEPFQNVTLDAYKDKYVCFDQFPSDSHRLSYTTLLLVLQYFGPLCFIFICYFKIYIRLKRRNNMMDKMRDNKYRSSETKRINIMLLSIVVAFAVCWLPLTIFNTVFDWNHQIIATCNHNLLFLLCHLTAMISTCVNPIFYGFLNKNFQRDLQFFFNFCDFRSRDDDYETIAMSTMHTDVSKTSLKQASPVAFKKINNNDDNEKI
Runt-CBFb FRET = blocks binding of human RUNX1 Runt domain to CBFb; Q01196+Q13951; inhibition, % at 20 µM; 220,000 tested, 0.46% active; Cerulean-Runt/Venus-CBFb FRET ratio 530/480, 1 h;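 active = inhibition over about 50% at 20 µM in the single-dose screen, limit read from the data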;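 also: 0% = DMSO wells and 100% = excess unlabeled CBFb competitor control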
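Measured by: fluorescence energy transfer, 422 nm excitation, 530/480 nm emission; Assay system: Cerulean-Runt domain; Medium: Tris pH 7.5 buffer with BSA; Measure: loss of energy transfer signal; Controls: 5 µM unlabeled CBFb as full-inhibition high control; Incubation: protein complex preformed 1 h, compound exposure 1 h, room temperature, dark.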
MDM2 E3 inh = inhibitors of human Mdm2 E3 ubiquitin ligase; cell-based MDM2 ubiquitination luciferase reporter, 2 h; 0 = plate control, 100 = twice control, blank-subtracted; signal enhancement, % at 5 µM; 210,000 tested, 0.11% active;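 active = signal enhancement of 30% or more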;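 also: luminescence tracks abundance of the self-degrading MDM2-luciferase fusion protein; higher signal means inhibition of MDM2 E3 ligase activity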
Target sequence (Q00987 whole entry, looked up, the tested form may be a part): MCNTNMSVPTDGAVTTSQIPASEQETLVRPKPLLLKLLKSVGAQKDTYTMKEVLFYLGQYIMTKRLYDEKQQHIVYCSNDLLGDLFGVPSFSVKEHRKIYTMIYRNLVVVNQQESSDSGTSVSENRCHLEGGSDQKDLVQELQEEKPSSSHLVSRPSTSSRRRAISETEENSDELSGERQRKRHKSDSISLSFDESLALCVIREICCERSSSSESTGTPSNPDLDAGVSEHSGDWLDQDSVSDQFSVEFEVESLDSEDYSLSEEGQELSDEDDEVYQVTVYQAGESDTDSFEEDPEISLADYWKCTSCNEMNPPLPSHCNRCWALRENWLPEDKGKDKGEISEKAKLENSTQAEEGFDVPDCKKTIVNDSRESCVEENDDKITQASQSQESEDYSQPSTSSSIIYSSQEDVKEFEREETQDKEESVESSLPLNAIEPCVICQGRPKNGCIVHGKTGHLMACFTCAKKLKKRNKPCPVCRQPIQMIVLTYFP
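Buffer or medium: Cells held in DMEM | Assay system: Stable mammalian line carrying autodegrading MDM2–luciferase fusion reporter | Quantity: 2000 cells/well | Times: 4 h settle plus 2 h compound, 37 °C | Doses: One concentration, 5 µM, with 0.2% DMSO | Technique: Luminescence with SteadyLite reagent, 15 min at room temperature | Benchmarks: Plate controls and plate blanks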
NPY2 pot ag = potentiators or agonists of human neuropeptide Y receptor Y2; cells expressing NPY-Y2, potentiator/agonist read-out; activation, % at 3.6 µM; 220,000 tested, 0.45% active; in the data active = activation above about 27%;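 also: cells stimulated with NPY near EC25 plus isoproterenol at EC100; 0% = vehicle plus submaximal agonist and 100% = vehicle plus saturating agonist; some results beyond the cut were filed as inactive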
Runt-SMMHC FRET = inhibitors of human RUNX1 Runt domain binding to CBFb-SMMHC; Cerulean-Runt/Venus-CBFb-SMMHC FRET ratio 530/480, 1 h; inhibition, % at 20 µM; 220,000 tested, 0.74% active; AID 1434;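 active = mean inhibition across duplicate retests at 20 µM reaching about 50%, limit read from the data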;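 also: 0% = DMSO wells and 100% = wells with excess untagged CBFb-SMMHC; inhibitors lower the FRET ratio by blocking Runt binding to CBFb-SMMHC; some results filed as inactive read as strong as hits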
NPY Y1 blocker = antagonists of human neuropeptide Y receptor Y1; P25929; HEK293-CNG Y1 cells, membrane potential fluorescence; NPY at EC95, then isoproterenol; inhibition, % at 3.6 µM; 200,000 tested, 1% active; AID 1040;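 active = inhibition above the campaign mean inhibition of all tested compounds plus 3 SD, cut at about 20% in these data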;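 also: 0% = DMSO wells given NPY plus isoproterenol and 100% = isoproterenol alone without NPY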
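Material: HEK293 Y1/CNG channel cell line | Also added: NPY (25 nM), isoproterenol (1 µM), Ro 20-1724 (25 µM) | Compound: One concentration, 3.6 µM, in 0.4% DMSO | Schedule: 3 h dye uptake, 1 h room-temperature compound, 45 min post-isoproterenol | Signal: Membrane-potential fluorescent dye readout | Read-out: % inhibition of NPY effect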
RBBP9 inhibitor = blocks human serine hydrolase RBBP9; O75884; recombinant RBBP9, FP-Rh probe fluorescence polarization; inhibition, % at 7.94 µM; 220,000 tested, 0.2% active; AID 1515;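 active = inhibition above the campaign mean of all tested compounds plus 3 SD, cut at about 14% in these data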;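 also: plate controls were DMSO wells with RBBP9 for no effect and wells lacking RBBP9 protein for full effect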
Target sequence (O75884 whole entry, looked up): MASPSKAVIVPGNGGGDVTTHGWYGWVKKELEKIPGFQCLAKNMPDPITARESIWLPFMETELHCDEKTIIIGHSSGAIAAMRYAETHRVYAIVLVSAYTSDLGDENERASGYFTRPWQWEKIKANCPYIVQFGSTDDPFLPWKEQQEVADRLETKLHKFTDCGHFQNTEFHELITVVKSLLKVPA
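System: RBBP9 protein / Buffer or medium: Tris/NaCl buffer pH 8.0 with 0.1% Pluronic / Probe or stimulus: Serine-hydrolase probe FP-Rh, 375 nM pre-mixing / Dosing: 7.94 µM single dose, 0.794% DMSO / Times: enzyme-compound preincubation 30 min, then probe labeling 45 min, 25 °C / Technique: fluorescence polarization (mP), excitation 525 nm, emission 598 nm / Replication: singlicate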
Hck-Nef inh = inhibitors of human Hck kinase activated by Nef; AID 463187; Recombinant Hck-YEEI plus Nef, Z-Lyte FRET kinase assay; inhibition, % at 20 µM; 220,000 tested, 0.68% active;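 active = Hck-Nef kinase inhibition above about 50%, limit read from the data; inactive = inhibition below that limit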;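 also: 0% = DMSO with Hck plus Nef and 100% = Hck alone without Nef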
* = called active by the depositor; / = not tested or not shown. Only part of the results is shown; the hit share may differ from the screen's.

SMILES	p97 ATPase inh	NPY1 pot ag	Runt-CBFb FRET	MDM2 E3 inh	NPY2 pot ag	Runt-SMMHC FRET	NPY Y1 blocker	RBBP9 inhibitor	Hck-Nef inh
COc1ccc(-n2c(O)c(/C(C)=N/N3CCCCCC3)c(=O)[nH]c2=O)cc1	4	-29	-1	0	-21	1	/	-3	15
O=C(Cc1ccccc1)N1CCN(Cc2ccc([N+](=O)[O-])cc2)CC1	-1	14	-4	5	-3	-1	0	4	-1
COc1ccc2c(c1)C13CCCC[C@@H]1C(C2)N(C)CC3 (stereo not given in full)	/	/	1	10	/	-4	/	/	17
O=C(/C=C/C=C/c1ccccc1)CC1(O)C(=O)Nc2ccccc21 (stereo not given)	2	-8	0	-6	-4	2	2	-11	-5
C=C1[C@@H](C)[C@H]2[C@H](Cc3ccccc3)NC(=O)[C@]23OC(=O)/C=C/[C@H](O)CCC[C@@H](C)C/C=C/[C@H]3[C@@H]1O	1	19	-2	/	30	0	21*	5	/
Cc1c(C(=O)O)cccc1-n1c(C)cc(/C=C2\C(=O)NC(=O)N(c3ccc4c(c3)OCO4)C2=O)c1C	3	-10	20	2	-11	92	2	-2	46
Cc1cc2ccccc2c(=O)n1CC(=O)NCC(=O)N1CCC2(CC1)OCCO2	4	3	0	24	4	-4	11	5	24
CCn1c(O)c(/C=N/N2CCOCC2)c(=O)n(CC)c1=S	0	-12	-1	-11	-9	3	9	0	1
Cc1ccccc1N1C(=O)CC(=O)N(c2ccccc2C)C1=O	2	14	0	2	2	2	-1	-1	2
CC1(c2ccc(Cl)cc2Cl)OCC(Cn2cncn2)O1 (stereo not given)	0	-9	-1	/	7	-2	3	1	-4
COC(=O)C1=CO[C@@H](C)[C@@H]2CN3CC[C@]4(C(=O)Nc5ccccc54)[C@@H]3C[C@H]12	1	-35	-2	/	0	1	-1	-11	-5
N#CCCn1cc(C(=O)O)c(-c2cccc([N+](=O)[O-])c2)n1	3	-15	1	15	-5	-3	-4	5	-4
C/C(CC(c1ccccc1)c1c(O)c2ccccc2oc1=O)=N\NC(N)=S (stereo not given)	4	-9	1	0	8	4	-1	0	-4
Cc1ccc2c(c1)N(CCC(=O)N1CCC3(CC1)OCCO3)C(=O)C(C)O2 (stereo not given)	3	-1	-1	-10	6	-5	2	-9	1
O=C1NC(=O)N(CCc2ccc(F)cc2)C(=O)/C1=C/c1ccco1	8	-13	/	-7	21	6	-2	3	167*
CSc1ccc(C(=O)C2CCCN(Cc3ccn[nH]3)C2)cc1 (stereo not given)	3	8	1	-104	-6	2	/	1	14
N[C@@H](Cc1c[nH]c2ccccc12)c1nnc(SCc2ccc(F)cc2)o1	-4	-16	-4	-3	0	-3	13	-6	2
CC(C)Cn1cc(C(=O)N2CCC3(CC2)OCCO3)c2c3ccccc3n(C)c2c1=O	-8	-21	0	-21	-10	1	8	-2	1
COc1cc2c(cc1OC)[C@@]13CCN4CC5=CCO[C@H]6CC(=O)N2[C@H]1[C@H]6[C@H]5C[C@H]43	-1	-17	0	-1	-2	4	-3	4	-2
FC(F)(F)c1ccc2c(c1)ncn2C1CCN(Cc2nnnn2C2CCCCC2)CC1	-10	11	-2	-9	7	-7	-9	-7	0
Cc1ccc(S(=O)(=O)N(C)CCCC(=O)N2CCN(c3ccccn3)CC2)cc1	1	32	-3	-17	3	-36	1	1	0
O=c1cccc2n1CC1CC2CN(Cc2cccc(Cl)c2Cl)C1 (stereo not given)	1	13	-1	0	13	1	4	-2	-3
CCC(=NCC1CCCO1)c1c(O)n(-c2ccccc2)c(=O)[nH]c1=O (stereo not given)	-4	-4	1	-12	-10	1	3	-9	-1
COc1cc2occc2c2oc(=O)ccc12	4	2	4	/	-2	6	6	-12	-2
COc1cccc(CNCCc2c[nH]c3ccccc23)c1OC	1	13	0	-25	-17	2	12	7	3

(list continues)
SMILES	p97 ATPase inh	NPY1 pot ag	Runt-CBFb FRET	MDM2 E3 inh	NPY2 pot ag	Runt-SMMHC FRET	NPY Y1 blocker	RBBP9 inhibitor	Hck-Nef inh
CCc1nc2ccc(Br)cc2c(=O)n1-c1ccccc1C(F)(F)F	2	-11	/	/	-6	/	-3	-3	0
Nc1ccc(N2CCN(Cc3ccccc3Cl)CC2)c(Cl)c1	9	-5	0	-13	3	-3	-3	-7	0
COc1ccc(-n2c(O)c(C(C)=NCCN3CCNCC3)c(=O)[nH]c2=O)cc1	-5	1	-1	-7	-12	2	-6	-1	-1
O=c1[nH]c(=O)n(Cc2ccc(F)cc2)c(O)c1C=Nc1ccc(Cl)cc1	4	8	-18	6	4	-47	-2	-6	27
Cc1ccc(-n2c(O)c(/C=N/NC(=O)c3ccncc3)c(=O)[nH]c2=O)cc1C	1	-9	1	13	2	10	0	-4	7
Cc1ccsc1C(=O)C1CCCN(Cc2cc(C(C)C)n[nH]2)C1 (stereo not given)	0	-7	2	-7	4	0	3	-1	20
O=P(OCC(F)(F)C(F)F)(N1CCCCC1)N1CCCCC1	1	-5	-2	-14	0	3	9	0	-1
S=C1CN=C(c2ccccc2)c2cc(Cl)ccc2N1	4	4	1	-10	-6	-1	-4	4	5
CC1=CC(C)C(COC(N)=O)(COC(N)=O)C(C)C1 (stereo not given)	-7	8	1	-16	3	0	4	-1	-1
Cc1ccnc(-n2c(C)cc(/C=C3\C(=O)NC(=S)N(C)C3=O)c2C)c1	-1	-15	24	-16	-11	10	-4	-3	-1
COc1ccc(CCn2c(O)c(C=NCCCN(C)C)c(=O)[nH]c2=O)cc1OC	1	-46	2	-16	-8	1	3	-4	27
COc1ccc(-c2nc3ccccc3c(=O)n2-c2cccnc2)cc1	-1	-3	1	-1	14	-3	2	-12	1
Nc1cc(Cl)c2nonc2c1[N+](=O)[O-]	6	-26	21	3	-10	11	5	-4	0
O=C(CN1C(=O)CN=C(c2ccccc2Cl)c2cc(Cl)ccc21)NCc1ccco1	-1	7	2	-23	7	2	-3	3	0
Cc1cc(C)[n+](C2C3CC4CC(C3)CC2C4)o1 (stereo not given)	1	-10	0	4	5	0	2	-9	1
CSc1ncc(/C=C2/C(=O)NC(=O)N(c3ccc(C)cc3)C2=O)cn1	4	11	1	-6	12	1	2	-2	36
CCCCCCC(=O)N/N=C/c1c(O)n(C2CC2)c(=S)[nH]c1=O	-4	-5	-2	-12	-13	4	/	-8	-1
Cc1cc(/C=C2/C(=O)NC(=O)N(Cc3ccco3)C2=O)c(C)n1-c1ccc(C(=O)O)cc1	2	35	25	-14	0	-9	-3	-4	49
COc1cc(/C=C/c2nc3ccccc3c(=O)n2-c2cccc(O)c2)ccc1O	0	-17	-150	-13	-19	-162	/	-19	-19
CC(C)N1C(=O)NC(=O)C2(Cc3cc([N+](=O)[O-])ccc3N(C)C2c2ccccc2)C1=O (stereo not given)	4	17	-1	-10	8	-2	-3	-13	0
Cc1nn(CC(C)C)c(Cl)c1C(=O)O	3	2	-1	-2	-1	1	0	3	0
N=C1c2ccccc2CN1NC(=O)c1ccccc1	-2	-6	2	3	7	-2	5	-6	1
O=[N+]([O-])c1ccc(N2CCNCC2)cc1Sc1ccccn1	2	1	4	-5	5	3	0	-5	5
COc1ccc(Cn2c(N)c(C(=O)NCc3ccco3)c3nc4ccccc4nc32)cc1OC	32*	-21	17	-14	5	57*	-8	6	62*
CC(C)CC12CN3CCN(CC(C3)C1O)C2 (stereo not given)	-1	-15	2	-7	1	1	-2	-7	1

The closing three records of the section before are carried over, then new ones follow:
SMILES	p97 ATPase inh	NPY1 pot ag	Runt-CBFb FRET	MDM2 E3 inh	NPY2 pot ag	Runt-SMMHC FRET	NPY Y1 blocker	RBBP9 inhibitor	Hck-Nef inh
O=[N+]([O-])c1ccc(N2CCNCC2)cc1Sc1ccccn1	2	1	4	-5	5	3	0	-5	5
COc1ccc(Cn2c(N)c(C(=O)NCc3ccco3)c3nc4ccccc4nc32)cc1OC	32*	-21	17	-14	5	57*	-8	6	62*
CC(C)CC12CN3CCN(CC(C3)C1O)C2 (stereo not given)	-1	-15	2	-7	1	1	-2	-7	1
CCN(CC)CCCNC(=O)c1c(O)c2ccccc2n(Cc2ccccc2)c1=O	7	-49	2	-16	-41	0	20*	-8	1
CCN(CC)S(=O)(=O)c1ccc(NN=C(C#N)C#N)cc1	-4	25	-7	-30	15	-2	1	-6	-1
CCOc1cccc(N2C(=O)CC(=O)NC2=O)c1	-7	-11	1	15	-15	2	1	-9	-1
NCCc1nc2ccccc2s1	2	22	0	3	2	-4	2	-3	18
COc1ccc(Cc2nccc3cc(OC)c(OC)cc23)cc1OC	12	-54	-4	/	-20	2	22*	-7	7
CC/C(=C\C=C\[C@@H]1C=C[C@@H]2CCC[C@H]2[C@@H]1C(=O)c1ccc[nH]1)[C@@H]1O[C@@H]([C@@H](C)C(=O)O)CC[C@@H]1C	-18	13	-12	-8	6	-12	9	-12	0
Cc1cc(C)c(C2=NOC(O)(C(F)(F)F)C2)c(=O)[nH]1 (stereo not given)	7	20	0	-1	12	0	5	-1	2
N#CCCn1cc(C(=O)Nc2ccccc2Cl)c(-c2ccc([N+](=O)[O-])cc2)n1	-8	17	-2	-11	-4	4	-1	-12	-3
CCCC/C(C)=C/[C@@H](NP(=O)(c1ccccc1)c1ccccc1)c1ccccc1	-1	-31	-12	/	-8	-4	14	-8	2
CC(C)OC(=O)C1C(=O)NC2(C)CC1c1ccccc1O2 (stereo not given)	0	1	8	-19	11	0	8	4	3
CCC(C)n1c(O)c(/C=N/Nc2nc3c(c(=O)n(C)c(=O)n3C)n2C)c(=O)[nH]c1=S (stereo not given)	2	15	0	-3	-3	6	/	1	20
C=CCn1c(O)c(C(C)=NCc2ccco2)c(=O)[nH]c1=O	4	-1	1	-2	5	3	11	-4	-1
CC(C)(C)P(=O)(NCc1ccccc1)c1ccccc1 (stereo not given)	16*	16	-1	-6	14	0	-1	-6	18
NNC(=O)CN1C(=O)CN=C(c2ccccc2)c2cc(Br)ccc21	-7	-3	0	7	-13	1	/	-14	-14
O=C1N(CN2CCOCC2)c2ccccc2C1(O)c1c[nH]c2ccccc12 (stereo not given)	0	-14	-1	5	0	0	12	-4	2
Cc1onc(-c2ccccc2)c1C(=O)N1CCC2(CC1)OCCO2	9	-7	2	-2	14	-2	5	3	1

Screening data: PubChem, several laboratories
